POLH inh – inhibitors of human DNA polymerase eta. AID 588591. recombinant Pol eta, fluorescent DNA replication assay. Potency, µM (titrated, usually from 114 µM), for the others: at the highest dose activity change, negative = inhibition, usual class: inhibitors. 390,000 compounds, 1.2% hits. Q9Y253; also: potency is read from the fitted curve at half-maximal effect; % is scaled to controls: 0 for no effect and ±100 for the full control effect
Target sequence (Q9Y253 whole entry, looked up): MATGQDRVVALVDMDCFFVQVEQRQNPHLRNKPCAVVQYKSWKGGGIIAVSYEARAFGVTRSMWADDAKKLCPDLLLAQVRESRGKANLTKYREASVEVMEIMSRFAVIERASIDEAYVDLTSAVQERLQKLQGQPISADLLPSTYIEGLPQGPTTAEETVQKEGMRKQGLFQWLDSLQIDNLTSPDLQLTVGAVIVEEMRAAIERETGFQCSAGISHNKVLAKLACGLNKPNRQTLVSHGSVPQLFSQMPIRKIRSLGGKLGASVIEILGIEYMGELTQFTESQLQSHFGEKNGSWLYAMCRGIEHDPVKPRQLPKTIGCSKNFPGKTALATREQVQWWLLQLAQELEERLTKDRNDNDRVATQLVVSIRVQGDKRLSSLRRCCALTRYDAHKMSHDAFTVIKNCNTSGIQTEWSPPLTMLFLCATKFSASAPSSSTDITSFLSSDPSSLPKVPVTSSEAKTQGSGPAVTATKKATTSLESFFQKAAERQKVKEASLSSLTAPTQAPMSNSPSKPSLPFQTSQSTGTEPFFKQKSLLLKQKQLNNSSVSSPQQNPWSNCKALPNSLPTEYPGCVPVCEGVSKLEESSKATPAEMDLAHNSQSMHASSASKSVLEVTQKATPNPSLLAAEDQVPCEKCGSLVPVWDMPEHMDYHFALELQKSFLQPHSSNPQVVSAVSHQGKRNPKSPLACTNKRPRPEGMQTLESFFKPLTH
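Pol eta (10 nM) was preincubated with compounds for 15 min at room temperature, after which fluorescent replication substrate (50 nM final) was added to start the reaction. Fluorescence was read kinetically at 0 and 10 min.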
JMJD2A Tudor – blocks the human JMJD2A Tudor domain; O75164; AlphaScreen JMJD2A-Tudor / H3K4me3 peptide binding; Potency, µM (series often up to 114 µM), for the others: at the top dose activity change, negative = inhibition, actives largely listed as inhibitors; 390,000 compounds, 4.4% hits; AID 504339; also: potency is read from the fitted curve at half-maximal effect; % is scaled to controls: 0 for no effect and ±100 for the full control effect; nearly all actives have a fitted effect of over 50% in size
Pin1 inh – human Pin1 inhibition. Pin1 FP peptide displacement, HiFluor488, 10 min. AID 504891. 390,000 compounds, 0.009% hits. Q13526. Potency, µM (highest dose often 115 µM), for the others: at the top dose activity, negative = inhibition, actives largely listed as inhibitors; active = well fitted inhibition curve with a large enough effect in the polarisation, with a control signal flat, not every such curve was filed as active; inconclusive = small, poorly fitted or top-dose-only effect, or effect the other way, or a change in a side signal; inactive = no such curve, though single readings can be large or run the other way; the % refers to the polarisation; also: potency is read from the fitted curve at half-maximal effect; % is scaled to controls: 0 for no effect and ±100 for the full control effect
Target sequence (Q13526 whole entry, looked up): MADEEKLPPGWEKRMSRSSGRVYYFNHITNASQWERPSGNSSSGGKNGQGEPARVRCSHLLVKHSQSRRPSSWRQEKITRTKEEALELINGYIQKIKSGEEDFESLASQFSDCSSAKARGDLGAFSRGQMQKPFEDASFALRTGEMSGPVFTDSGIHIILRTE
PGK inhibitor – blocks T. brucei phosphoglycerate kinase. Potency, µM (doses to about 57.5 µM), for the others: top-dose activity change, negative = inhibition, hits mostly inhibitors. AID 602233. 380,000 compounds, 0.043% hits. PGK/GAPDH coupled, Kinase-Glo luminescence, 60 min; also: potency is read from the fitted curve at half-maximal effect; % is scaled to controls: 0 for no effect and ±100 for the full control effect; nearly all actives have a fitted effect of over 60% in size
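Recombinant glycosomal PGK reaction used 1,3-bisphosphoglycerate generated in-well by GAPDH (100nM final) in 100mM TEA pH 7.6, 5mM MgCl2, 0.01% Tween-20. After 60 minutes at room temperature, ATP was read by Kinase-Glo Plus luminescence end-point.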
BAZ2B block – blocks human BAZ2B. Potency, µM (titrated, usually from 114 µM), for the others: top-dose activity change, negative = inhibition, usual class: inhibitors. 360,000 compounds, 4.4% hits. AlphaScreen BAZ2B-H3K14Ac peptide displacement. Q9UIF8. AID 504333; also: potency is read from the fitted curve at half-maximal effect; % is scaled to controls: 0 for no effect and ±100 for the full control effect; nearly all actives have a fitted effect of over 60% in size
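BAZ2B (50 nM) with biotin-H3(5-23)K14Ac peptide (50 nM) in PBS pH 7.4, 0.01% Tween-20, preformed 30 min, then compound 30 min at room temperature; top concentration 110uM. AlphaScreen streptavidin donor/nickel chelate acceptor beads (10 ug/mL final), 20 min dark, signal read.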
PI4K2A inh – inhibitors of human PI4K2A | Q9BTU6 | purified PI4K2A, ADP-Glo luminescence, 1 h; active compounds read low | activity change, negative = inhibition, % at 76.9 µM | 420,000 compounds, 0.13% hits; in the data active = activity change below about -50%; inconclusive = mostly about -30% to -49%;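 also: -100% = wells without enzyme as full effect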
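PI4K2A activity was measured by ADP-Glo luminescence: enzyme (4 ug/mL stock) and phosphatidylinositol (1.2 mM stock) in Tris pH 7.5/MgCl2/EGTA/Triton X-100 buffer were reacted with ATP (300 microM stock) for one hour at ambient temperature.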
GLS inh – glutaminase GLS (human) inhibition. 410,000 compounds, 0.21% hits. Potency, µM (doses to about 45.5 µM), inactives show top-dose activity change, negative = inhibition, hits mostly inhibitors. GLS enzymatic activity, qHTS titration; also: potency is read from the fitted curve at half-maximal effect; % is scaled to controls: 0 for no effect and ±100 for the full control effect
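Compounds were pin-transferred onto hKGA, after which L-glutamine (1 mM solution) and a detection mix of glutamate oxidase, HRP and Amplex Red were added. Initial and 30 min RT fluorescence reads were collected.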
G9a block – blocks human histone lysine methyltransferase G9a; Potency, µM (top dose mostly 102 µM), inactives show at the highest dose activity, negative = inhibition, most hits filed as inhibitors; 350,000 compounds, 8.8% hits; AID 504332; Q96KQ7; G9a H3K9 monomethylation, AlphaScreen, 2 h; also: potency is read from the fitted curve at half-maximal effect; % is scaled to controls: 0 for no effect and ±100 for the full control effect; nearly all actives have a fitted effect of over 75% in size
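Quantitative HTS format: methyltransferase activity on a biotin-tagged H3K9 peptide is measured by AlphaScreen, using a rabbit anti-monomethyl-H3K9 antibody with streptavidin donor and anti-IgG acceptor beads. Final levels are 20 nM enzyme, 500 nM peptide, 20 uM SAM; 2 h RT.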
HP1b chromo inh – blocks HP1-beta chromodomain binding to methylated histone tails; AlphaScreen HP1-beta / biotin-H3K9me3 peptide binding; Potency, µM (doses to about 114 µM), for inactives: at the top dose activity change, negative = inhibition, actives largely listed as inhibitors; 390,000 compounds, 0.56% hits; AID 540317; also: potency is read from the fitted curve at half-maximal effect; nearly all actives have a fitted effect of over 70% in size; inactives centre near 23
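HP1-beta protein (50 nM final) preincubated 30 min at room temperature with biotinylated H3(1-18)K9me3 peptide (50 nM) in PBS pH 7.4, 0.01% Tween-20, then compound added for 30 min. AlphaScreen streptavidin donor/nickel chelate acceptor beads (10 ug/mL final), 30 min dark, luminescence read.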
* hit, by the source's call; i = inactive; ? = inconclusive; nt = no result given; & = joins results of further samples; [ ] = remark or other dose. Unless noted, calls follow the shape of the dose curve; as a rule, active = well fitted curve in the direction sought with a large enough effect; inconclusive = small, poorly fitted or top-dose-only effect, or another doubt; inactive = no such curve, though single readings can be large; an effect the other way counts as inactive or inconclusive.

Every second line gives: JMJD2A Tudor, Pin1 inh, G9a block, POLH inh, HP1b chromo inh, GLS inh, PGK inhibitor, BAZ2B block, PI4K2A inh
> COc1ccc(C2CC(=O)N(CC(=O)NCC3CCCO3)c3ccccc3S2)cc1OC (stereo not drawn)
 : -12%, -3%, -24%, -6%, 15%, -3%, i, -1%, 3
> CCN(C(=O)CSc1nc2ccccc2[nH]1)C1CCS(=O)(=O)C1 (stereo not drawn)
 : 1%, 1%, nt, -2%, 30%, 2%, -3%, nt, -4
> CNC(=O)NC(=O)CSc1ncc(C(F)(F)F)cc1Cl
 : 5%, -3%, -17%[59 µM], 10%, ?, 10%, -1%, 8%, -3
> O=C(c1ccccc1)C(c1ccccc1)c1ccccc1
 : 121%[activator], 2%, 1%[2.33 µM], -23%, 164%[activator], -9%, -7%, 114%[activator], 1
> CCOc1ccc(C(c2c(C)n(C)n(-c3ccccc3)c2=O)c2c(C)n(C)n(-c3ccccc3)c2=O)c(O)c1
 : -3%, -8%, nt, -1%, 21%, ?, 3%, nt, 2
> CSc1ccc(CNC(=O)Cn2nc(N3CCN(c4ccccc4)CC3)ccc2=O)cc1
 : -5%, -1%, -3%[59 µM], 3%, 22%, 4%, -3%, -13%, -2
> Cc1cc(C)c(OCC(=O)OCC(=O)NC2CCCCCCC2)c(C)c1
 : 16%, 4%, -12%[0.501 µM], -3%, 39%[activator], 4%, 6%, 0%, -1
> CCOC(=O)N1CCC2(CC1)C(C#N)=C(N)Oc1c2c(C)nn1-c1cccc(Cl)c1
 : ?, ?, ?, 5%, -11%, 1%, nt, 50µM*, 0
> COc1ccc(S(=O)(=O)NCc2nc(-c3ccccc3)no2)cc1
 : -17%, -3%, -39%[59 µM], -8%, 9%, -8%, i, 5%, 7
> COc1cc2c(cc1OC)C(COc1ccc(C(C)C)cc1)NCC2 (stereo not drawn)
 : -3%, 3%, 12%[0.0925 µM], -14%, 14%, 14%, -1%, ?, 5
> Cc1ccc(C)c(OCCn2cc(/C=C(\C#N)C(=O)NCc3ccco3)c3ccccc32)c1
 : -8%, ?, 13%[59 µM], -21%, 21%, -3%, -7%, -13%, -1
> O=C(CNC(=O)c1ccco1)OCC(=O)c1cccc2ccccc12
 : -11%, 3%, -11%[59 µM], -3%, 31%, 14%, 10%, -5%, 3
> COc1ccc(C2CC(=O)C(C=NCCCO)=C(O)C2)cc1 (stereo not drawn)
 : -20%, ?, 15%, -10%, 73%[activator], -24%, -6%, -1%, -6
> COc1ccc(/C=N/NC(=O)c2cccnc2)c(C(=O)O)c1OC
 : 0%, -4%, 20%, -13%, 37%, 5%, -2%, -1%, -1
> Cc1ccc(CN(CC(=O)NCC2CCCO2)S(=O)(=O)c2ccc(C)cc2)cc1 (stereo not drawn)
 : -9%, -4%, 3%, -1%, -9%, -5%, -4%, 1%, 2
> OCC[C@@H]1C[C@H](O)[C@@H](O)[C@@]2(CCc3ccccc3CO2)O1
 : -10%, -1%, 45µM*, -9%, 28%, 2%, 6%, -6%, 2
> CC(=O)NS(=O)(=O)c1ccc(NC(=O)c2ccc(NC(=O)c3cccs3)cc2)cc1
 : -15%, 15%, 18%[12.7 µM], -10%, 29%, -3%, ?, ?, -16
> Cc1ccc(N2CCN(c3nc4ccccc4n4nnnc34)CC2)c(C)c1
 : 18%, 6%, -5%[59 µM], nt, 56%[activator], 0%, nt, 10%, -3
> C[C@H](NC(=O)C1CCN(S(=O)(=O)c2ccccc2)CC1)C(=O)NCc1cccnc1
 : nt, nt, nt, 0%, nt, -3%, 8%, nt, 2
> CCOc1ncccc1C(=O)OCC(=O)c1cccs1
 : 3%, -1%, -3%[59 µM], -14%, 29%, -2%, i, 0%, -3

The list goes on:
Every second line gives: JMJD2A Tudor, Pin1 inh, G9a block, POLH inh, HP1b chromo inh, GLS inh, PGK inhibitor, BAZ2B block, PI4K2A inh
> Cc1nccn1CCCNC(=O)CC1C(=O)NCCN1Cc1ccc(F)cc1Cl (stereo not drawn)
 : -15%, 7%, nt, -11%, 25%, -1%, -2%, -7%, -5
> COc1ccc(C(=O)CC(=O)C(=O)Nc2cc(Cl)c(OC)cc2OC)cc1
 : -11%, 4%, ?, -17%, 37%, -4%, i, -30%, 3
> CN(C)S(=O)(=O)N1CCCC(C(=O)c2ccc(-c3ccccc3)cc2)C1 (stereo not drawn)
 : -11%, -8%, nt, -21%, 21%, 0%, -6%, -3%, -10
> C[C@@H]1COC(=O)[C@H](CC(=O)OC(C)(C)C)C/C=C\C[C@@H](CC(=O)N[C@H](CO)Cc2ccccc2)C(=O)N1
 : -16%, -13%, nt, -15%, 29%, 14%, 3%, nt, -2
> O=C(NNC(=O)c1cc(Br)c(Br)s1)c1csc(N2CCOCC2)n1
 : -14%, 10%, 12%[12.7 µM], -17%, 40%[activator], 6%, 0%, 2%, -13
> CCn1cc(C(=O)NCCCN(CC(C)C)CC(C)C)c(=O)c2cc(S(=O)(=O)N(C)C3CCCCC3)ccc21
 : -22%&-7%, -4%&-5%, 15%&6%[59 µM], ?, 37%&23%, -3%&5%, -2%&0%, -17%, 3&-4
> Oc1ccc(/C=N/Nc2nccnc2Cl)c(O)c1
 : 50µM*, -3%, 38%, -19%, 30%, 18%, ?, 14µM*, -67*
> Cc1ccc(C)c(NC(=O)c2cc(-c3cccnc3)nc3ccccc23)c1
 : -9%, 4%, 1%, 3%, 35%, 4%, -13%, -8%, -2
> Cc1ccc(CNC(=O)CSc2ncc(S(=O)(=O)c3ccc(C)c(Cl)c3)c(=O)[nH]2)cc1
 : -8%, -10%, 4%[59 µM], -9%, 14%[57 µM], -4%, 2%, -1%, -2
> c1csc(-c2ccc3ccccc3n2)c1
 : 48%[activator], -6%, 62%[activator][12.7 µM], -1%, 129%[activator], 0%, -3%, 67%[activator], -8
> COc1ccc(OC)c(S(=O)(=O)N2CCC(C(=O)NCc3cccnc3)CC2)c1
 : 0%, 0%, -9%, -3%, -12%, 1%, -1%, 5%, 0
> CCOC(=O)c1c(S(=O)(=O)NCc2ccc(OC)cc2)c(C)n(C)c1C
 : -22%, -4%, 14%, -19%, 17%, 0%, -15%, -24%, -4
> COc1ccccc1N1CCN(C(=O)c2cc3c(=O)n(Cc4ccco4)ccc3nc2C)CC1
 : -2%, -2%, ?, -7%, 69%[activator], -10%, -2%, -21%, -19
> O=C(OCC(=O)N1CCCC1=O)c1ccc(O)cc1O
 : -1%, -1%, 14%[0.501 µM], -10%, 25%, 8%, 4%, 13%, 1
> Cc1ccc(OCC(=O)NNC(=O)c2ccc(F)c(S(=O)(=O)N3CCOCC3)c2)cc1C
 : nt, nt, nt, -3%, nt, 20%, -5%, nt, -3
> Cc1ccc(S(=O)(=O)NC(N)=NCCc2ccccc2)cc1C
 : -14%, -3%, -29%[59 µM], -9%, 19%, 10%, -5%, -5%, -6
> N/C(=N\N=C/c1ccc(Br)cc1)N/N=C\c1ccc(Br)cc1
 : -33%, 38%[activator], -7%, -17%, 12%, 1%, i, -30%, 4
> CC(C)(C)c1ccc(S(=O)(=O)N2CCN(C(=O)c3cc(-c4ccc(Br)cc4)n[nH]3)CC2)cc1
 : 0%, 2%, 26%[59 µM], -9%, 35%, 1%, -7%, -7%, 0
> COC(=O)CNC(=O)c1ccc(NS(=O)(=O)c2cc([N+](=O)[O-])ccc2Cl)cc1
 : -15%, 3%, 56µM*, 32µM*, 11%, 3%, -13%, 16%, -4
> Cc1ccccc1Nc1nc(N)nc(COC(=O)c2nn(C)c(=O)c3ccccc23)n1
 : nt, nt, nt, -13%, nt, -8%, -9%, nt, 7
> O=C(Nc1ccc(-c2nc3cccnc3s2)cc1)c1cccnc1Cl
 : -11%, 5%, 38%[activator], -16%, 4%, 9%, i, 26%, -2
> CC(C)=CCCC(C)CN1CCC(n2nccc2NC(=O)C2CCCC2)CC1 (stereo not drawn)
 : -16%, -7%, 12%, -7%, 13%, -1%, i, 10%, 1
> O=C(O)CCSCCCN1C(=O)c2cccc3cccc(c23)C1=O
 : -14%, -1%, 2%, -8%, -6%, -1%, i, -15%, -4

From PubChem

This is a subset, so the mix of outcomes need not match the whole.
